GLS inhibitor = glutaminase GLS (human) inhibition; Potency, µM (highest dose often 45.5 µM), for inactives: at the top dose activity change, negative = inhibition, usual class: inhibitors; AID 624170; O94925; 410,000 tested, 0.21% active; GLS enzymatic activity, qHTS titration; further: potency means the concentration at half of the fitted maximal effect; on the % scale 0 is the no-effect control and ±100 the full control effect
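Two-point fluorescence kinetic (t0, 30 min RT) for hKGA; glutamate detected via glutamate oxidase–HRP–Amplex Red. Substrate: 1 mM L-glutamine solution; buffer 45 mM KH2PO4, pH 8.2.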
HP1b chromo inh = HP1-beta chromodomain-methylated histone interaction inhibition; Potency, µM (doses to about 114 µM), for the others: at the top dose activity change, negative = inhibition, most hits filed as inhibitors; 390,000 tested, 0.56% active; AlphaScreen HP1-beta / biotin-H3K9me3 peptide binding; AID 540317; further: potency means the concentration at half of the fitted maximal effect; nearly all actives have a fitted effect of over 70% in size; inactives centre near 23
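Compound inhibition of the preformed complex between 50 nM HP1-beta and 50 nM biotinylated H3K9me3 peptide was read by AlphaScreen. Buffer was PBS pH 7.4 with 0.01% Tween-20. Incubations ran 30 min at room temperature, with 10 ug/mL donor/acceptor beads.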
USP1-UAF1 inh = inhibitors of human USP1/UAF1 deubiquitinase. O94782. 390,000 tested, 0.23% active. Potency, µM (top dose mostly 57.1 µM), inactives show at the highest dose activity change, negative = inhibition, usual class: inhibitors. AID 743255. recombinant USP1/UAF1, Ub-Rhodamine cleavage fluorescence; further: potency means the concentration at half of the fitted maximal effect; on the % scale 0 is the no-effect control and ±100 the full control effect; nearly all actives have a fitted effect of over 60% in size; inactives centre near -12
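Step one: compound is pinned into 1nM USP1/UAF1 in HEPES pH 7.8 buffer with TCEP. Step two: 15 min room-temperature incubation. Step three: Ub-Rho (150nM final) starts cleavage, tracked by fluorescence over six one-minute reads.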
Pin1 inh = human Pin1 inhibition. AID 504891. 390,000 tested, 0.009% active. Pin1 FP peptide displacement, HiFluor488, 10 min. Potency, µM (series often up to 115 µM), without a hit: at the highest dose activity, negative = inhibition, most hits filed as inhibitors. Q13526; active means well fitted inhibition curve with a large enough effect in the polarisation, with a control signal flat, not every such curve was filed as active; inconclusive means small, poorly fitted or top-dose-only effect, or effect the other way, or a change in a side signal; inactive means no such curve, though single readings can be large or run the other way; the % refers to the polarisation; further: potency means the concentration at half of the fitted maximal effect; on the % scale 0 is the no-effect control and ±100 the full control effect
Target sequence (Q13526 whole entry, looked up): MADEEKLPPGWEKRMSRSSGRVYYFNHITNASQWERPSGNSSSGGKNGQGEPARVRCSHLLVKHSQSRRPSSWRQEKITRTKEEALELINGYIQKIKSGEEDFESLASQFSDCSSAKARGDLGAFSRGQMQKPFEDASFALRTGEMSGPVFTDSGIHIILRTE
TrxR1 substrate = rat thioredoxin reductase 1 substrate activity | AID 588456 | purified TrxR1 substrate turnover, NADPH consumption readout | Potency, µM (top dose mostly 114 µM), without a hit: at the highest dose activity change, negative = substrate turnover | 390,000 tested, 0.01% active; further: potency means the concentration at half of the fitted maximal effect; on the % scale 0 is the no-effect control and ±100 the full control effect; nearly all actives have a fitted effect of over 50% in size
Target sequence (O89049 whole entry, looked up): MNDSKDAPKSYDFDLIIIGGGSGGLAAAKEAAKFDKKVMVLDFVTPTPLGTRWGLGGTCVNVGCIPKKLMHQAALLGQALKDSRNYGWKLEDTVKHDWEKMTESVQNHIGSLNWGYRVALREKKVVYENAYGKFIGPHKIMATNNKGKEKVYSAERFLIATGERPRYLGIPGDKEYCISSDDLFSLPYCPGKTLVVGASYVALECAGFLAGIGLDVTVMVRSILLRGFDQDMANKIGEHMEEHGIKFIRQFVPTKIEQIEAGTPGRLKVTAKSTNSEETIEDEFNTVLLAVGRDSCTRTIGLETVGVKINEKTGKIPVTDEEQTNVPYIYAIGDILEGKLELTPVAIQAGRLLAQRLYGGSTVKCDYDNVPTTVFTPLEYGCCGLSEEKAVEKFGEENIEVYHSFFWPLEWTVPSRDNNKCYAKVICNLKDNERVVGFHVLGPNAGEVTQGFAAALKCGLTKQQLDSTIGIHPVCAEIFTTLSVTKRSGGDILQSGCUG
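Rat TrxR1, dispensed at 90 nM, was prereduced with 400 uM NADPH (final) for 5 min at ~22 deg C, then incubated with compound 15 min before 400 uM selenite. A first-read NADPH fluorescence drop versus no-compound background flagged substrates.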
Tb PGK inh = blocks T. brucei phosphoglycerate kinase; P07378; Potency, µM (titrated, usually from 57.5 µM), without a hit: top-dose activity change, negative = inhibition, hits mostly inhibitors; PGK/GAPDH coupled, Kinase-Glo luminescence, 60 min; 380,000 tested, 0.043% active; further: potency means the concentration at half of the fitted maximal effect; on the % scale 0 is the no-effect control and ±100 the full control effect; nearly all actives have a fitted effect of over 60% in size
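Recombinant glycosomal PGK reaction used 1,3-bisphosphoglycerate generated in-well by GAPDH (100nM final) in 100mM TEA pH 7.6, 5mM MgCl2, 0.01% Tween-20. After 60 minutes at room temperature, ATP was read by Kinase-Glo Plus luminescence end-point.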
IDH1 R132H inh = inhibitors of human mutant IDH1 R132H; 390,000 tested, 0.093% active; IDH1-R132H enzyme, NADPH consumption, diaphorase/resazurin fluorescence; Potency, µM (doses to about 76.6 µM), inactives show at the highest dose activity change, negative = inhibition, hits mostly inhibitors; AID 602179; O75874; further: potency means the concentration at half of the fitted maximal effect; on the % scale 0 is the no-effect control and ±100 the full control effect; nearly all actives have a fitted effect of over 65% in size
Target sequence (O75874 whole entry R132H, stated change not applied): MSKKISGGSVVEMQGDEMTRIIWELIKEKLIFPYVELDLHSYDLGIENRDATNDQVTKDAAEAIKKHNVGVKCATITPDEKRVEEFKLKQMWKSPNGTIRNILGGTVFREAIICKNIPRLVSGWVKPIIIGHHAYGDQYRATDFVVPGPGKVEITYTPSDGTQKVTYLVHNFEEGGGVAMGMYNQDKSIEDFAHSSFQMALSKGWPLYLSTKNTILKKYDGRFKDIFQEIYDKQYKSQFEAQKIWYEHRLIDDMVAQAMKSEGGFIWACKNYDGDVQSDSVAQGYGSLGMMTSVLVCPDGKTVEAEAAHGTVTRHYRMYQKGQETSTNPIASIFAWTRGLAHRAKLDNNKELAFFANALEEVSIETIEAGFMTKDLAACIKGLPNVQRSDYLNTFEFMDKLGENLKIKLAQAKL
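IDH1-R132H (0.5 ug/mL) preincubated 30 min with compound, then NADPH (0.016 mM) and alpha-KG (2 mM) added; 80 min at RT, pH 7.5. Remaining NADPH coupled via diaphorase/resazurin to fluorescence (540/590 nm); concentration-response curves normalized to no-enzyme control.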
TrxR1 inh = inhibitors of rat thioredoxin reductase 1; O89049; recombinant rTrxR1, NADPH fluorescence consumption, selenite substrate; Potency, µM (titrated, usually from 114 µM), for the others: at the top dose activity change, negative = inhibition, hits mostly inhibitors; 390,000 tested, 1% active; AID 588453; further: potency means the concentration at half of the fitted maximal effect; on the % scale 0 is the no-effect control and ±100 the full control effect; nearly all actives have a fitted effect of over 65% in size
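Rat TrxR1 (90 nM in the dispensed reagent) was pre-reduced with 400 uM NADPH for 5 min at room temperature, then incubated with compound for 15 min. After 400 uM selenite was added, NADPH fluorescence (Ex 340/Em 450 nm) was followed for 8 min.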
PI4K2A block = inhibitors of human PI4K2A; activity change, negative = inhibition, % at 76.9 µM; 420,000 tested, 0.13% active; purified PI4K2A, ADP-Glo luminescence, 1 h; active compounds read low; Q9BTU6; AID 1346378; in the data active means activity change below about -50%; inconclusive means mostly about -30% to -49%;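 further: -100% = wells without enzyme as full effect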
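Compounds are screened against recombinant PI4K2A using PI as substrate and ATP, the latter dispensed at 300 microM. Reactions run one hour at ambient temperature before ADP-Glo detection; full inhibition defined by wells lacking enzyme.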
* marks the source's active call; other numbers are inactive results; i = inactive; ? = inconclusive; / = no result given; & = joins results of further samples; [ ] = dose if it differs, or a comment. Unless noted, the call rests on the fitted dose curve; in most records, active means well fitted curve in the direction sought with a large enough effect; inconclusive means small, poorly fitted or top-dose-only effect, or another doubt; inactive means no such curve, though single readings can be large; an effect the other way counts as inactive or inconclusive. An excerpt; the hit share may differ from the screen's.

Molecule	GLS inhibitor	HP1b chromo inh	USP1-UAF1 inh	Pin1 inh	TrxR1 substrate	Tb PGK inh	IDH1 R132H inh	TrxR1 inh	PI4K2A block
CCc1nn(CCCC(=O)NCc2ccco2)c(=O)c2cc3occc3n12	-10%	23%	-22%	-12%	1%	i	-7%	7%	-2
COc1cc(NC(=O)Cn2cnc3c(SC)nc(N)nc32)cc(OC)c1OC	3%	40%[activator]	-29%	0%	6%	-5%	8%	9%	-8
O=C(COC(=O)c1ccc2c(c1)OCO2)Nc1ccccc1	-1%	-1%	-10%	1%	6%[57.1 µM]	-20%	11%	12%[57.1 µM]	-13
COc1ccc2nc(NC(=O)c3cccc(S(=O)(=O)N4CCOCC4)c3)sc2c1	5%	42%[activator]	-5%	11%	15%	-13%	9%	25%	2
COc1cc(/C=N/n2c(-c3ccc4c(c3)NC(=O)CO4)csc2=Nc2cccc(C)c2)ccc1O	5%	?	-28%	?	2%	-2%	1%	6%	-1
Cc1cc(Cl)ccc1NC(=O)CCC(=O)O	2%	38%	-22%	0%	14%[0.457 µM]	-4%	-1%	20%[0.457 µM]	0
CC(Sc1nc2cc(Cl)ccc2s1)C(=O)Nc1cccc(S(=O)(=O)N2CCOCC2)c1 (centres undefined)	4%	16%	-11%	12%	1%[57.1 µM]	-1%	-3%	4%[57.1 µM]	-1
CCC(=O)N(CCc1ccccc1)Cc1cc2cccc(C)c2[nH]c1=O	-2%	34%	-21%	-11%	1%	i	4%	10%	-4

Brought forward from above: five compounds; new compounds follow.
Molecule	GLS inhibitor	HP1b chromo inh	USP1-UAF1 inh	Pin1 inh	TrxR1 substrate	Tb PGK inh	IDH1 R132H inh	TrxR1 inh	PI4K2A block
COc1ccc2nc(NC(=O)c3cccc(S(=O)(=O)N4CCOCC4)c3)sc2c1	5%	42%[activator]	-5%	11%	15%	-13%	9%	25%	2
COc1cc(/C=N/n2c(-c3ccc4c(c3)NC(=O)CO4)csc2=Nc2cccc(C)c2)ccc1O	5%	?	-28%	?	2%	-2%	1%	6%	-1
Cc1cc(Cl)ccc1NC(=O)CCC(=O)O	2%	38%	-22%	0%	14%[0.457 µM]	-4%	-1%	20%[0.457 µM]	0
CC(Sc1nc2cc(Cl)ccc2s1)C(=O)Nc1cccc(S(=O)(=O)N2CCOCC2)c1 (centres undefined)	4%	16%	-11%	12%	1%[57.1 µM]	-1%	-3%	4%[57.1 µM]	-1
CCC(=O)N(CCc1ccccc1)Cc1cc2cccc(C)c2[nH]c1=O	-2%	34%	-21%	-11%	1%	i	4%	10%	-4
COCCn1c(SCC(=O)Nc2ccccc2)nc2c(oc3ccccc32)c1=O	-2%	15%	-10%	0%	-2%	i	10%	16%	0
O=C(/C=C/c1ccccc1)NC(NC(=S)Nc1cccc(O)c1)C(Cl)(Cl)Cl (centres undefined)	28%	-14%	-8%	5%	12%	-10%	0%	17%	2
CCOC(=O)c1cc(C#N)c(SCC(=O)c2cc(C#N)c(SC)nc2C)nc1C	-4%	22%	-10%	-8%	19%	/	5%	14%	-2
O=C(Nc1cccc(S(=O)(=O)Nc2ccc(SC(F)F)cc2)c1)C1CCC1	3%	10%[57 µM]	-25%	6%	4%[57.1 µM]	0%	-5%	2%[2.29 µM]	3
CCOc1ccc(Br)cc1/C=N/NC(=O)c1ccncc1	2%	13%	-3%	2%	-11%	-3%	23%	-2%	-8
N#Cc1c(NC(=O)C2CC2)sc2c1CCCCC2	-1%	5%	-21%	-4%	-5%	i	0%	-13%	0
O=C(O)c1ccc(NC(=O)c2cc3ccccc3o2)cc1	-2%&0%	30%&29%	-20%&-11%	1%&-5%	-3%&-11%	1%&-6%	0%&-15%	28%&1%	-1&-2
COC(=O)NNC(=O)c1ccc(C)c(Br)c1	15%	26%	-7%	-1%	3%	i	5%	1%	3
CCOC(=O)N1CCN(Cc2nc3cc(NC(C)=O)ccc3n2C(C)C)CC1	-6%	34%	-22%	-5%	8%	-3%	-10%	5%	-2
COc1ccc(NC(=O)C(=O)N/N=C/c2cccnc2)cc1	-6%	23%	-6%	3%	9%	-11%	-6%	28%	4
COc1ccc(Cl)cc1NC(=O)CCS(=O)(=O)c1cccc2nonc12	7%	29%	-9%	-1%	7%[2.29 µM]	-1%	9%	-16%	-2
OC1COC(c2ccccc2)OC1C1OC(c2ccccc2)OCC1O (centres undefined)	-1%	33%	-7%	7%	-4%	i	-6%	13%	-1
Cn1nc(C(=O)OCC(=O)NCc2ccc(Cl)cc2)c2ccccc2c1=O	14%	30%	-22%	-1%	0%	-10%	0%	36%[activator]	-3
O=C(Cn1cnc2ccccc2c1=O)Nc1ccc(N2CCOCC2)cc1	3%	1%	?	-9%	4%[57.1 µM]	-11%	14%	23%[57.1 µM]	-8
CCOC(=O)C1(CCOc2ccccc2)CCN(Cc2ccc(OC)c(O)c2)CC1	20%	19%	-25%	1%	4%	i	4%	13%	0
COC(=O)c1c(F)c(F)c(N2CCOCC2)c(F)c1F	4%	22%	-10%	1%	6%	-7%	3%	6%	8
CCOC(=O)N1CCN(C(=O)COc2cccc3c2CCN(Cc2ccccc2F)C3=O)CC1	4%	20%	-5%	1%	-11%	-8%	5%	-6%	3
Cc1ccc(NC(=O)CSCC(=O)Nc2cc(Cl)ccc2N2CCN(C)CC2)cc1	5%	10%	-24%	-4%	10%[57.1 µM]	-6%	1%	10%	-2
COc1cccc(CNC(=O)C2CCN(S(=O)(=O)c3ccc(-n4cnnn4)cc3)CC2)c1	1%	17%	-9%	-10%	1%	-6%	12%	21%	-2
O=C(O)CC1S/C(=N/N=C/c2ccc(-c3ccc(Cl)c([N+](=O)[O-])c3)o2)NC1=O (centres undefined)	2%	26%	-9%	-19%	-21%[57.1 µM]	-11%	5%	-28%	-2
CC1(C)COC2(OC1)C(=O)N(CN1CCOCC1)c1ccccc12	-10%	32%	?	-1%	9%[57.1 µM]	6%	6%	16%[57.1 µM]	-3
Cc1ccc(N(CC(=O)N2CCN(Cc3ccccc3)CC2)S(C)(=O)=O)cc1C	-2%	14%	-22%	-3%	4%	-4%	-3%	4%	4
O=C(COC(=O)c1cccs1)Nc1ccccc1[N+](=O)[O-]	-1%	25%	-7%	-9%	-3%	-2%	-6%	11%	-5
CCC(=O)c1cc(F)ccc1OCC(=O)Nc1ccc2c(c1)OCCO2	-3%	36%	-14%	-1%	-10%	0%	-9%	1%	1
Cc1ccc(S(=O)(=O)NC(C(=O)OCC(=O)NC(=O)c2cccn2C)C(C)C)cc1 (centres undefined)	2%	-1%	2%	4%	0%[57.1 µM]	-2%	2%	-10%[57.1 µM]	-1
CCOC(=O)N1CCC(NC(=O)C(C)n2c3ccccc3c3cnn(C)c(=O)c32)CC1 (centres undefined)	-2%	14%	-8%	4%	9%	-5%	-1%	-7%	-2
CN(C)c1ccc(/C=C/C(=O)c2c(O)c3ccccc3oc2=O)cc1	4%	12%	?	?	0%	-6%	-9%	?	8
CN(C)CCNc1c2c(c(C#N)c3nc4ccccc4n13)CCCC2	5%	47%[activator]	-15%	?	1%[57.1 µM]	-3%	8%	18%[57.1 µM]	-4
CC1=CC2=NC(=O)/C(=C\c3ccc(-c4cccc(Cl)c4)o3)C(=N)N2O1	-3%	22%	?	?	5%	2%	1%	-13%	3
C=C(C)CN(CC)c1ccc(N2C(=O)CCCC2=O)cc1[N+](=O)[O-]	1%	21%	-18%	4%	2%	1%	12%	11%	-5
O=C(Nc1ccc(S(=O)(=O)Nc2ncccn2)cc1)c1ccc(F)c(S(=O)(=O)N2CCOCC2)c1	4%	10%	-19%	5%	-5%	0%	-8%	10%	-8
CC(=O)c1ccc(NC(=O)c2cc(-c3cccs3)on2)cc1	16%	-13%	-17%	0%	12%	-14%	-5%	42%[activator]	-4
O=C(Cn1c2ccccc2c(=O)c2ccccc21)N/N=C/c1ccc(N2CCCC2)c([N+](=O)[O-])c1	2%	-1%	-17%	-7%	8%	-4%	-5%	13%	2
O=CN1CCN(C(=O)Cc2ccc(Cl)cc2)CC1	10%	/	2%	/	/	5%	-2%	/	-1
COc1ccccc1-n1nnnc1SCc1ccccc1	0%	112%	-24%	9%	6%[57.1 µM]	-18%	7%	13%[57.1 µM]	-2
COc1ccc(/C=C(\C#N)c2n[nH]c(Cn3cncn3)n2)cc1	0%	32%[activator]	-22%	1%	-5%[57.1 µM]	-4%	5%	7%[57.1 µM]	-2
N=c1c(C(=O)NCc2ccc3c(c2)OCO3)cc2c(=O)n3ccccc3nc2n1CC1CCCO1 (centres undefined)	-3%	7%	-15%	?	11%	9%	-3%	-10%	-2
O=C(Nc1nnc(COc2ccc(F)cc2)s1)Nc1ccccc1F	1%	34%	-4%	?	3%[57.1 µM]	-7%	5%	22%[57.1 µM]	3
O=C1C(=O)c2ccccc2C([O-])=C1[n+]1ccccc1	-3%	20%	?	1%	-6%	3%	17%	-3%	-13
